Kir21 block – inhibitors of mouse Kir2.1 inward-rectifier potassium channel; AID 1672, 2009; 310,000 compounds, 0.85% hits; HEK293-Kir2.1, FluxOR thallium flux fluorescence; hits give low values; B-score at 10 µM; Inward rectifier potassium channel 2 (Mus musculus), P35561;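 active = fluorescence ratio B-score at or below minus 3 SD of library scores, with starting-brightness B-score within 2 SD, cut at about -4.2 in these data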;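 also: channel flux triggered by added potassium and thallium sulfate stimulus; B-score of peak minus minimum fluorescence over baseline after thallium stimulus; more negative B-score means stronger Kir2.1 block with less thallium influx; some compounds called inactive have numbers as strong as hits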
STK33 inh – inhibitors of purified STK33 kinase, primary screen, biochemical, ADP-Glo luminescence, homogeneous, cell-free; Serine/threonine-protein kinase 33 (Homo sapiens), Q9BYT3; 320,000 compounds, 0.073% hits; MBP phosphorylation; inhibition, % at 10 µM; AID 2661, 2010;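 active = inhibition at or above 25%, using the most active replicate where run in duplicate; inactive = inhibition below 25%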
KCNQ2 block – KCNQ2 potassium channel inhibitors, primary screen, cell-based, CHO-K1, FluxOR thallium flux, B-score (AID 2156); B-score at 10 µM; 310,000 compounds, 1.1% hits; Potassium voltage-gated channel subfamily KQT member 2 (Rattus norvegicus), O88943; 20 min; hits give low values;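 active = fluorescence ratio B-score at most minus 3 library SDs, with starting brightness B-score within 2 library SDs, cut at about -5.5 in these data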
Target sequence (O88943 whole entry, looked up): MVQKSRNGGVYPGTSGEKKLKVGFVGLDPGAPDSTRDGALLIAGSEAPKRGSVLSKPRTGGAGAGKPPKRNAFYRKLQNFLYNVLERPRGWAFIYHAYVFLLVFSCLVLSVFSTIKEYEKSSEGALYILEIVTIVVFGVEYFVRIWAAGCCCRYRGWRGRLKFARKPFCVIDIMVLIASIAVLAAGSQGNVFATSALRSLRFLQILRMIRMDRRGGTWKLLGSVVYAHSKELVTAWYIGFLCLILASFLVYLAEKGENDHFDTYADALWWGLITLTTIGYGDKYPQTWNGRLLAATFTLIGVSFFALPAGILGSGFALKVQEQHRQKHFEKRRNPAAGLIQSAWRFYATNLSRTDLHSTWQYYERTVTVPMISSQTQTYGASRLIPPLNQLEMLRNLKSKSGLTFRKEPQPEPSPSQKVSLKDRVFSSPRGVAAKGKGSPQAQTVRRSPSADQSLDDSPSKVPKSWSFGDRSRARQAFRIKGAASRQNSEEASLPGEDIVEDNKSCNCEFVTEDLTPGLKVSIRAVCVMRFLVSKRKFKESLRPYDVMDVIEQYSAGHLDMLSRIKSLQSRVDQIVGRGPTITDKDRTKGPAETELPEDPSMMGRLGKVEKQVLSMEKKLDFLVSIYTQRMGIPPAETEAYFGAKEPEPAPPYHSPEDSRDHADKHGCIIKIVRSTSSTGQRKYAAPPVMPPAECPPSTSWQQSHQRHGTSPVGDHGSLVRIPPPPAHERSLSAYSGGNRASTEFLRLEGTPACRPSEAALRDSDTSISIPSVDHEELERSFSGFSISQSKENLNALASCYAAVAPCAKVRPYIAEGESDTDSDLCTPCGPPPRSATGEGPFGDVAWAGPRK
The depositor's hits bear a star; i = inactive; / = no result given.

Order of results – Kir21 block	STK33 inh	KCNQ2 block
1) CCOC(=O)c1c(S(=O)(=O)N2CCN(C3CCCCC3)CC2)c(C)n(C)c1C
  0.88	0.5	i
2) Cc1ccccc1CC1(CO)CCCN(C(=O)CCC(=O)c2ccccc2)C1 (stereo not given)
  -2.2	2.2	-8.6*
3) O=Cc1cn(CC(=O)NCC2CCCO2)c2ccccc12 (stereo not given)
  0.85	-0.5	i
4) CCC(=O)Nc1nnc(S(=O)(=O)N2CCCCCC2)s1
  0.39	1.3	i
5) COc1ccc(NC(=S)NCCN2CCOCC2)c(OC)c1
  0.92	-0.7	i
6) O=C(COc1cccnc1[N+](=O)[O-])N1CCN(S(=O)(=O)c2ccccc2)CC1
  -0.46	-1.1	i
7) C1CCCC(NC2=NCCO2)CCC1
  -1.4	-0.9	i
8) Cc1ccc(-n2nnc(-c3cc4ccccc4n3C)n2)cc1
  0.69	5.3	i
9) CC1=NOC2(C1)/C(=N/O)CCC/C2=N\O (stereo not given)
  0.59	4.6	i
10) O=C(Nc1nnc(C2=COCCO2)o1)c1cccc(C(F)(F)F)c1
  -0.4	-5.5	i
11) O=C(/C=C/c1cccs1)NC1CCS(=O)(=O)C1 (stereo not given)
  -1.1	0.5	i
12) CCN1CCCC1CNC(=O)c1cc2c(C)nc3ccccc3c2o1 (stereo not given)
  0.43	-1.8	i
13) N=c1oc2cc(O)ccc2cc1C(=O)Nc1ccc(Cl)cc1
  0.35	0.2	i
14) CCOC(=O)C1CCN(C(=O)c2ccc3c(c2)OCO3)CC1
  0.22	-0.7	i
15) Cc1cccc(NC(=O)CSc2nnc(C3CC3)n2CC2CCCO2)c1 (stereo not given)
  1.7	0.6	i
16) COc1ccc2oc(=O)c(C(=O)Oc3ccc(NC(C)=O)cc3)cc2c1
  0.87	0.1	i
17) C[C@@H]1CCCCCCCCCCC1=O
  0.36	-0.2	i
18) Cc1ccc(-c2nc(N)n(S(C)(=O)=O)n2)cc1
  -0.22	-0.7	i
19) CCN(C(=O)c1ccc(Br)o1)C1CCS(=O)(=O)C1 (stereo not given)
  0.67	-1.0	i
20) OC(COC(c1ccccc1)c1ccccc1)CN1CCN(c2ccccn2)CC1 (stereo not given)
  0.48	-0.5	i
21) CC1CCCC(C)N1C(=O)CN1C(=O)C(C)(C)Oc2ccc(C(=O)NC3CCCCC3)cc21 (stereo not given)
  -0.83	-1.1	i
22) Cc1ccc(-c2nc3ccccc3s2)cc1NC(=O)c1ccc2c(c1)OCO2
  -2.3	-2.1	i
23) CCCN1CCC2(CC1)NC(C(=O)O)Cc1c2[nH]c2ccccc12 (stereo not given)
  2.2	0.3	i
24) O=C(COc1cccc(C(F)(F)F)c1)N1CCN(c2ccccc2O)CC1
  -0.01	-2.6	i
25) O=C(CN1CCCCC1)Nc1nc(-c2ccc(Cl)cc2)cs1
  1.4	1.1	i
26) Cc1ccc(-c2cc3c(n2-c2ccc(C(=O)O)cc2)CCCC3=O)cc1
  -0.02	-1.0	i
27) COc1ccc(CCN(C)CCC(=O)Nc2cc(C)ccc2C)cc1OC
  -0.57	-0.2	i
28) CC(C)CCNC(=O)c1cn(C)c2ccc(S(=O)(=O)N3CCCC3)cc2c1=O
  0.31	-1.4	i
29) Nc1nc(SCC(=O)NCCCN2CCOCC2)nc2sc3c(c12)CCC3
  1	0.5	i
30) O=C(COc1ccccc1C(=O)O)NC1CCCc2ccccc21 (stereo not given)
  0.12	-1.1	i

Complete entries, quoted from the list.
`CC1CCCC(C)N1C(=O)CN1C(=O)C(C)(C)Oc2ccc(C(=O)NC3CCCCC3)cc21` (stereo not given) as listed: Kir21 block: -0.83; STK33 inh: -1.1; KCNQ2 block: i
`Cc1ccccc1CC1(CO)CCCN(C(=O)CCC(=O)c2ccccc2)C1` (stereo not given) as listed: Kir21 block: -2.2; STK33 inh: 2.2; KCNQ2 block: -8.6*
`Cc1ccc(-c2nc3ccccc3s2)cc1NC(=O)c1ccc2c(c1)OCO2` as listed: Kir21 block: -2.3; STK33 inh: -2.1; KCNQ2 block: i

Further compounds.
Order of results – Kir21 block	STK33 inh	KCNQ2 block
31) Cc1ccc(OC/C(O)=C(\C#N)c2nc3ccccc3s2)cc1
  0	-0.4	i
32) Cc1cc(C)c(C(=O)Nc2ccc(C)c(C)c2)c(CC(C)(C)C(=O)O)c1
  -0.03	-0.9	i
33) CN(CC(=O)NCc1ccccc1)S(=O)(=O)c1ccc2c(c1)CCC(=O)N2
  0.13	-1.0	i
34) CNC(=O)CSc1nnc(SCCC(=O)O)s1
  0.81	-1.8	i
35) Cc1cccn2c(=O)c(C=C(C#N)C#N)c(N3CCN(C)CC3)nc12
  -0.88	-1.8	i
36) O=C(Nc1ccc(Cl)c([N+](=O)[O-])c1)c1ccc2c(c1)OCCO2
  0	0.0	i
37) COc1ccc(-c2csc(/N=C/N(C)C)n2)cc1OC
  0.59	-0.9	i
38) O=C(NCCN1CCCC1)C1CCC(=O)N(CCCN2CCOCC2)C1 (stereo not given)
  0.71	-2.2	i
39) O=S(=O)(N/N=C/c1cn(Cc2ccccc2)c2ccccc12)c1ccccc1
  0.43	-0.2	i
40) CCCc1c(O)nc(SC2CC(=O)N(c3ccc(OC)cc3)C2=O)[nH]c1=O (stereo not given)
  0.06	-0.5	i
41) Cc1cccc(C)c1NC(=S)N1CCC(c2ccccc2)C1 (stereo not given)
  2	0.6	i
42) CC(=O)c1cccc(NC(=S)NC(=O)c2ccccc2Cl)c1
  -0.41	-1.5	i
43) COc1cccc(CNC(=O)c2nnn(CC(=O)Nc3ccc4c(c3)OCO4)c2N)c1
  -1.8	-1.2	i
44) CC1CCN(CCc2nc3cc(NC(=O)COc4ccccc4)ccc3n2C)CC1
  -0.89	0.0	i
45) Cc1c(C)c2ccc(OCC(=O)N3CCN(C(=O)C4COc5ccccc5O4)CC3)cc2oc1=O (stereo not given)
  0.84	-1.8	i
46) COCCSc1ccccc1C(=O)Nc1ccc2c(c1)OCO2
  -0.4	-0.7	i
47) COc1ccc(/C=N/NC(=O)C2c3ccccc3Oc3ccccc32)c(OC)c1
  0.84	-1.0	i
48) COc1ccc(N2C(=O)C3CCCN3C2c2ccc(C)cc2)cc1Cl (stereo not given)
  -0.91	0.2	i
49) Cc1cc(C)n2nc(SCC(=O)N/N=C/c3cccc(Br)c3)nc2n1
  0.06	-1.0	i
50) Cc1ccc(S(=O)(=O)Cc2sc3ccccc3[n+]2C)cc1
  -1.3	1.1	i
51) Fc1ccc(/C=C/c2nnc(-c3cccs3)o2)cc1
  -0.03	-2.0	i
52) O=c1[nH]c2cc3c(cc2cc1CN(Cc1ccc2c(c1)OCO2)Cc1nnnn1CC1CCCO1)OCO3 (stereo not given)
  -1.9	0.0	i
53) O=S(=O)(Nc1ccccc1Cl)c1ccc(NS(=O)(=O)c2cccs2)cc1
  1.8	-2.0	i
54) Cc1cccc(S(=O)(=O)Nc2ccncc2)c1
  -0.36	-1.4	i
55) CC(C)c1cc(C(=O)Nc2ccc3c(c2)OCO3)no1
  0.26	-2.7	i
56) COc1ccc(CC(=O)Nc2oc(-c3ccccc3)c(-c3ccccc3)c2C#N)cc1OC
  0.45	-0.1	i
57) COc1c(/C=N/NC(=O)c2ccncc2)c(CCN(C)C(C)=O)cc2c1OCO2
  1.3	2.0	i
58) COc1cc(NC(=O)N2CCNC2=O)cc(C(=O)Nc2cccc(C(F)(F)F)c2)c1
  0.95	-1.8	i
59) CCOC(=O)CSc1nnc(-c2ccc(S(=O)(=O)N3CCC(C)CC3)cc2)o1
  -0.33	-0.3	i
60) O=C(C[n+]1ccc2c(c1)nnn2-c1ccccc1)c1ccc(Cl)cc1
  0.22	0.3	i
61) Nc1ccccc1N1CCOCC1
  -1.4	-0.1	i
62) CCOC(=O)Cc1csc(NC(=O)c2cc3c(s2)CCCC3)n1
  1.1	1.2	i
63) c1cncc(-c2nc(-c3ccc4c(c3)OCCO4)cs2)c1
  0.84	2.1	i
64) CC1(C)C2CCC13CS(=O)(=O)NC3C2 (stereo not given)
  0.03	-1.1	i
65) COc1cccc(CNC(=O)c2c[nH]n3c(=O)c(Cl)c(C)nc23)c1
  -2.4	1.7	i
66) Cc1ccc(-n2c(O)c(/C=N/c3ncn[nH]3)c3ccccc3c2=O)cc1
  1.3	-0.1	i
67) CCOC(=O)c1sc(NC(=O)C2CC(=O)N(c3ccc(C)cc3)C2)nc1C (stereo not given)
  0.82	0.5	i
68) Cc1c(C)n(Cc2ccccc2)c2ncnc(Cl)c12
  0.02	0.9	i
69) CN(CC(=O)NC(=O)NCc1ccccc1)CC(=O)Nc1ccc(Cl)c(C(F)(F)F)c1
  0.66	-1.3	i
70) Cc1sc2ncn(CC(=O)NCCCC(=O)N3CCN(c4ncccn4)CC3)c(=O)c2c1C
  -0.06	-3.3	i
71) C=CCn1c(SCc2c(C)noc2C)nc2sc3c(c2c1=O)CCCC3
  0.44	0.0	i
72) CSc1ccccc1NC(=S)N/N=C/c1cccn1Cc1cccc(C)c1
  2.6	/	i
73) CCCNC(=O)C1CCN(c2ccc(S(=O)(=O)N3CCOCC3)cc2Cl)CC1
  -0.01	-0.5	i
74) CCOC(=O)c1sc2nc(C)[nH]c(=S)c2c1C
  -0.05	/	i
75) COc1ccc(N/C=C(\[N+](=O)[O-])S(=O)(=O)c2ccccc2)cc1
  2.4	-0.4	i
76) CC(C)OC(=O)CSc1nc(C(C)C)nc2ccccc12
  -1.4	-0.7	i
77) Cc1sc2ncn(CC(=O)NCC(=O)N(C)Cc3ccccc3)c(=O)c2c1C
  0.35	0.6	i
78) COc1ccc(NC(C)=O)cc1CNC(=O)COc1ccccc1C(=O)Nc1cccc(C)c1C
  0.02	/	i
79) O=C(CSc1n[nH]c(-c2ccccc2)n1)N1CCOCC1
  -1	-3.4	i
80) O=C(Cc1c(C(=O)O)[nH]c2ccc(Cl)cc12)Nc1ccc2c(c1)OCCO2
  1.7	-1.6	i
81) O=S(=O)(c1ccc(F)cc1)N1CCN(S(=O)(=O)c2cc(F)ccc2F)CC1
  -1.4	-0.3	i
82) O=C(Cc1ccccc1)c1c[nH]c(C(=O)O)c1
  -0.17	-0.8	i
83) Nc1nc(-c2cccnc2)nn1C(=O)c1ccc(Cl)cc1
  0.64	/	i
84) CCCNC(=O)c1ccccc1NC(=O)C1COc2ccccc2O1 (stereo not given)
  0.29	-1.4	i
85) CCOC(=O)c1c(NC(=O)C2(C)Cc3ccccc3C(=O)O2)sc2c1CCCC2 (stereo not given)
  0.11	-1.3	-5.8*
86) O=C(NCc1ccccc1)NC1(C(=O)Nc2ccc3c(c2)OCCO3)CCCCC1
  0.84	-0.8	i
87) Cc1ccc(C(=O)Oc2ccccc2N2CCOCC2)cc1
  -0.79	0.2	i
88) FC(F)Oc1ccc(/C=N/n2c(Cc3ccc(Br)cc3)n[nH]c2=S)cc1
  -0.24	0.5	i
89) Cc1ccc(-c2noc(CSc3nnc(Cc4cccs4)n3-c3ccccc3)n2)cc1
  -0.46	0.0	i
90) CC(=O)Oc1ccc(/C=C2\C=C(c3ccc(C)cc3)OC2=O)cc1
  -1.6	1.3	i

(listing goes on)
Order of results – Kir21 block	STK33 inh	KCNQ2 block
91) CCOC(=O)C1(Cc2cccc(OC)c2)CCCN(C(=O)c2cc(C)[nH]n2)C1 (stereo not given)
  0.38	-0.7	i
92) Cc1cc(OCC(=O)NNC(=O)c2ccncc2)ccc1C(C)C
  1.6	-0.5	i
93) COc1ccccc1C(=O)NCCC(=O)N(C)CC(=O)Nc1ccc(N2CCOCC2)cc1
  -0.5	-0.2	i
94) Cc1ccccc1N(C(=O)c1snc(C(N)=O)c1N)C(C)C(=O)NC1CCCCC1 (stereo not given)
  0.87	-1.2	i
95) CCOC(=O)c1sc(NC(=O)c2cccc(S(=O)(=O)N(CC)CC)c2)cc1C
  -0.12	-1.5	i
96) Cc1cc(Nc2cccc(F)c2)nc(N2CCOCC2)n1
  0.23	0.4	i
97) CC(Sc1n[nH]c(N)n1)C(=O)C12CC3CC(CC(C3)C1)C2 (stereo not given)
  0.44	-0.2	i
98) COc1ccccc1C1CCN(Cc2ccccc2)CC1
  -1.5	0.1	i
99) COc1cc(OC)c(C2Nc3cccc4cccc(c34)N2)c(OC)c1
  0.07	-0.2	i
100) CCC1SC(=NC(=O)c2ccc(Cl)c(Cl)c2)NC1=O (stereo not given)
  -0.83	-0.8	i
101) Cc1csc(N2CCc3ccccc32)n1
  -0.52	-2.0	i
102) COc1ccc(C(=O)Nc2ccnn2C2CCN(C(=O)c3cnsn3)CC2)cc1
  3.1	-0.4	i
103) Cc1ccc2[nH]c(O)c(N=NC(=O)C3CC3c3ccccc3)c2c1Br (stereo not given)
  3.1	-1.1	i
104) CCC(CC)C(=O)c1c[nH]c(C(=O)N2CCN(c3ccccc3)CC2)c1
  0.36	-1.2	i
105) Cc1ccc(C2C(C#N)=C(N)N(c3ncn[nH]3)C3=C2C(=O)CC(C)(C)C3)cc1 (stereo not given)
  3.6	2.3	i
106) Cc1cccc(OCC(=O)NCCCNC(=O)c2ccccn2)c1
  1.4	-0.2	i

Entries by screen from the entries so far.
Nos. 75–78 in KCNQ2 block read i, i, i, i
Nos. 75–78 in Kir21 block read 2.4, -1.4, 0.35, 0.02

Some of these compounds in order of the Kir21 block value, ascending:
item	Molecule	Kir21 block
98	COc1ccccc1C1CCN(Cc2ccccc2)CC1	-1.5
93	COc1ccccc1C(=O)NCCC(=O)N(C)CC(=O)Nc1ccc(N2CCOCC2)cc1	-0.5
96	Cc1cc(Nc2cccc(F)c2)nc(N2CCOCC2)n1	0.23
